14-3-3 Bad PPI – disrupts binding of bovine 14-3-3 zeta to phospho-Bad peptide. 220,000 tested, 0.71% active. inhibition, % at 21.7 µM. TR-FRET 14-3-3zeta/Dy647-pBad peptide displacement, 1 h. P63103;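 active = inhibition above about 70%, limit read from the data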;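 note: 0% = full 14-3-3 plus peptide FRET controls and 100% = background without 14-3-3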
Target sequence (P63103 whole entry, looked up): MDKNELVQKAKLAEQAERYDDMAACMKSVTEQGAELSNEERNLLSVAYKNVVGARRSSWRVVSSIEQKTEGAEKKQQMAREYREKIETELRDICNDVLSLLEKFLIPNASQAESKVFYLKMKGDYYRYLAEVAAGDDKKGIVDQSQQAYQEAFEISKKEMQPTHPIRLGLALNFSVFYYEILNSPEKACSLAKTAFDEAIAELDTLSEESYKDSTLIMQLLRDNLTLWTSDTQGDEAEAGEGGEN
CHOP inh – inhibitors of CHOP induction in ER stress response | inhibition, % at 10 µM | CHO-K1 CHOP-promoter luciferase, tunicamycin-induced, 15-18 h | AID 2732 | 220,000 tested, 3.8% active;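 active = compounds that reduced the stress-induced luciferase reporter signal by more than about 70% of percent inhibition, limit read from the data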;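 note: 0% = tunicamycin plus vehicle and 100% = wells without tunicamycin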
TRPN1 ag – zebrafish TRPN1 (NompC) channel agonism; 220,000 tested, 0.18% active; activation, % at 3 µM; HEK293 zebrafish TRPN1-YFP, Fluo-8 calcium fluorescence; 100% = response to 87 µM carbachol;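 active = activation above its plate's cutoff, the mean activation of test wells on that plate plus 3 SD, cut at about 19% in these data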;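 note: 0% = DMSO alone and 100% = 87 µM carbachol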
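Assay system: Zebrafish TRPN1-YFP in HEK293 cells | Incubation: Dye loading 1 h at 37 °C, then 30 min room temperature | Measured by: Kinetic Fluo-8 fluorescence, ex 470-495, em 515-575 nm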
PPC-1+TRAIL kill – compounds killing PPC-1 cancer cells with TRAIL present (potentiator screen, no TRAIL-free arm). PPC-1 cells + TRAIL, ATPLite viability luminescence. cell killing (% activity), % at 4 µM. 220,000 tested, 0.41% active;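 active = cell killing above 50% in the first pass at 4 µM, then a duplicate retest at 5 µM averaging 50% or more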;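 note: plate controls were cells with TRAIL plus DMSO for no effect and medium-only wells lacking cells for full effect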
EP2 modulator – modulates human prostaglandin E2 receptor EP2 signaling. P43116. EP2-expressing cells, cAMP HTRF FRET, PGE2 co-stimulation. induction, % at 25 µM. 260,000 tested, 0.83% active. AID 940;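 active = compounds whose cAMP rise, as percent of the full-agonist control response, exceeds 60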;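 note: rat C6 glioma line stably carrying human EP2 under a CMV promoter; the protocol text gives 20 µM as final concentration; 100% = response of wells given 1 µM PGE2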
Target sequence (P43116 whole entry, looked up): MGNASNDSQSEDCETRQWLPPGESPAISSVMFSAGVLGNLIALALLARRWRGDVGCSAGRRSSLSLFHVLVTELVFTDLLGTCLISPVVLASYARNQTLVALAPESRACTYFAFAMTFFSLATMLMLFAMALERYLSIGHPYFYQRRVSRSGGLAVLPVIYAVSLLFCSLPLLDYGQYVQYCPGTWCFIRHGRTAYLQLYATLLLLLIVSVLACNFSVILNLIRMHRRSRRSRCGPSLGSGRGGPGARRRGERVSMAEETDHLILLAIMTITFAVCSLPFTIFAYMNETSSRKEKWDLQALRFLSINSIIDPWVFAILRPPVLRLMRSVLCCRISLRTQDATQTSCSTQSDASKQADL
PGE2 EP2 inh – blocks the human prostaglandin E2 receptor EP2 | P43116 | C6 glioma cells expressing human EP2, cAMP TR-FRET; cells stimulated with saturating PGE2 | inhibition, % at 25 µM | 260,000 tested, 0.52% active;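 active = percent inhibition above 40 after rounding to a whole number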;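 note: rat C6 glioma host cells with rolipram phosphodiesterase inhibitor present; the protocol text gives 20 µM as final concentration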
NPY-Y1 antag – blocks the human neuropeptide Y Y1 receptor | HEK293-CNG Y1 cells, membrane potential fluorescence; NPY at EC95, then isoproterenol | inhibition, % at 3.6 µM | P25929 | 200,000 tested, 1% active;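 active = inhibition above the campaign mean inhibition of all tested compounds plus 3 SD, cut at about 20% in these data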;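 note: 0% = DMSO wells given NPY plus isoproterenol and 100% = isoproterenol alone without NPY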
Target sequence (P25929 whole entry, looked up): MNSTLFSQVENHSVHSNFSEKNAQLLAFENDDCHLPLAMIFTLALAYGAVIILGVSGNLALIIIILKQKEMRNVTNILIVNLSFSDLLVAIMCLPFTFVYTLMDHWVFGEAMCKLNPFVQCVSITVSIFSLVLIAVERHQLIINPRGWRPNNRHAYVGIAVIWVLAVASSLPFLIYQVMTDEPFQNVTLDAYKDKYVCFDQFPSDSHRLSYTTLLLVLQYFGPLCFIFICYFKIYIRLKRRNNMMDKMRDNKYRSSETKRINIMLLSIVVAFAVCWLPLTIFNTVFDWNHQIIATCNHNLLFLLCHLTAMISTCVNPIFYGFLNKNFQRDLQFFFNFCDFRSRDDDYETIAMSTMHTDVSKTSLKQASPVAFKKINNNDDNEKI
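Material: HEK293 Y1/CNG channel cell line; also added: NPY (25 nM), isoproterenol (1 µM), Ro 20-1724 (25 µM); doses: one concentration, 3.6 µM, in 0.4% DMSO; schedule: compound incubation 1 h at room temperature, readout 45 min post-stimulation; technique: membrane potential fluorescence; measure: fluorescence ratio normalized to % inhibition between controls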
TRPML3 agonist – activates the human TRPML3 channel; Q8TDD5; HEK293 TRPML3-YFP, Fluo-8 calcium fluorescence; 100% = the carbachol control signal; activation, % at 3 µM; 220,000 tested, 0.29% active;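 active = activation above its plate's cutoff, the mean activation of the plate's test wells plus 3 SD, cut at about 12% in these data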;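 note: 0% = DMSO only wells and 100% = carbachol wells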
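Test system: TRPML3-YFP stable HEK293 cells. Doses: single point at 3 µM. Incubation: dye loading 1 h 37 °C then 30 min ambient, 125 s read. Signal: Fluo-8 calcium dye fluorescence, ex 470-495, em 515-575 nm. Measure: percent activation from peak-to-basal fluorescence ratio, scaled between DMSO and carbachol.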
NPY1 pot ag – human NPY-Y1 potentiation or agonism, primary screen. NPY-Y1 expressing cells, potentiator/agonist activation. activation, % at 3.6 µM. 220,000 tested, 0.37% active; in the data active = activation above about 33%, passing the limit was not always enough;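 note: cells stimulated with NPY at EC10 then isoproterenol at EC100; 0% = low agonist plus stimulus and 100% = saturating agonist plus stimulus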
An asterisk follows results filed as active; [ ] = another dose, or the depositor's remark. Not all compounds are listed, so the mix of outcomes need not match the whole.

CCCOc1ccc(C(=O)NC(C)C(=O)O)cc1 (configuration not stated) was read as 14-3-3 Bad PPI -7, CHOP inh -13, TRPN1 ag -0.2, PPC-1+TRAIL kill 11, EP2 modulator -4, PGE2 EP2 inh 5, NPY-Y1 antag 4, TRPML3 agonist 0.1 and NPY1 pot ag 4.
`CCS(=O)(=O)c1ccc(O)c(NC(=O)Nc2ccccc2OC)c1` gave 14-3-3 Bad PPI -3, CHOP inh 5, TRPN1 ag 0.7, PPC-1+TRAIL kill 14, EP2 modulator -16, PGE2 EP2 inh 5, TRPML3 agonist 1.0 and NPY1 pot ag 7.
Screening Cc1cc(-c2ccccc2)nc(N2CCC(C(=O)NC(C)C)CC2)n1 returned 14-3-3 Bad PPI -5[fluorescence artefact?], CHOP inh 51, TRPN1 ag 0.7, PPC-1+TRAIL kill 0, EP2 modulator 40, PGE2 EP2 inh 1, NPY-Y1 antag 0, TRPML3 agonist 0.3 and NPY1 pot ag 9.
`CCOC(=O)c1c(C)nc2c(C)cccn12` gave 14-3-3 Bad PPI 11, CHOP inh -3, TRPN1 ag 3.1, PPC-1+TRAIL kill 12, EP2 modulator -6, PGE2 EP2 inh 2, NPY-Y1 antag -5, TRPML3 agonist 0.7 and NPY1 pot ag 5.
`N/C(CC(=O)Nc1ccc(F)c(Cl)c1)=N\OC(=O)c1cccs1` gave 14-3-3 Bad PPI 1, CHOP inh 14, TRPN1 ag 0.1, PPC-1+TRAIL kill 2, EP2 modulator -27, PGE2 EP2 inh 16, TRPML3 agonist -1.0 and NPY1 pot ag 18.
Screening CC1CCC/C(=N\NC(=S)NCc2ccccc2)C1 (configuration not stated) returned 14-3-3 Bad PPI -8, CHOP inh 38, TRPN1 ag -0.4, PPC-1+TRAIL kill 10, EP2 modulator 14, PGE2 EP2 inh 7, NPY-Y1 antag 6, TRPML3 agonist -0.1 and NPY1 pot ag 2.
`COc1ccc(NC(=O)COC(=O)/C=C/c2cnc3ccccc3n2)cc1` gave 14-3-3 Bad PPI -6, CHOP inh 16, TRPN1 ag -0.8, PPC-1+TRAIL kill 19, EP2 modulator 25, PGE2 EP2 inh 4, NPY-Y1 antag 1, TRPML3 agonist 0.4 and NPY1 pot ag 15.
`O=C(Cn1c(=O)n(-c2cccc(Cl)c2)c(=O)n1CC(=O)N1CCCCC1)N1CCCCC1` gave 14-3-3 Bad PPI 4, CHOP inh -3, TRPN1 ag 1.0, PPC-1+TRAIL kill -10, EP2 modulator -3, PGE2 EP2 inh 6, NPY-Y1 antag 2, TRPML3 agonist 1.6 and NPY1 pot ag 0.
Screening CC1CCN(C(=O)C2CCC(CNc3c(N4CCCCC4)c(=O)c3=O)CC2)CC1 (configuration not stated) returned 14-3-3 Bad PPI 5, CHOP inh -6, TRPN1 ag -0.1, PPC-1+TRAIL kill -2, EP2 modulator -17, PGE2 EP2 inh 7, TRPML3 agonist -0.1 and NPY1 pot ag 30.
Screening COC(=O)C/C(C)=N/Nc1ccc(S(=O)(=O)N2CCCC2)cc1[N+](=O)[O-] returned 14-3-3 Bad PPI 7, CHOP inh -11, TRPN1 ag 0.4, PPC-1+TRAIL kill 15, EP2 modulator 7, PGE2 EP2 inh 5, NPY-Y1 antag -21, TRPML3 agonist -0.3 and NPY1 pot ag 6.
For Cc1ccc(S(=O)(=O)N(CC(O)CN2C(=O)NC(C)(C)C2=O)c2cccc(C)c2)cc1 (configuration not stated) the results were 14-3-3 Bad PPI 0, CHOP inh 1, TRPN1 ag 2.4, PPC-1+TRAIL kill 5, EP2 modulator 13, PGE2 EP2 inh 8, TRPML3 agonist -0.1 and NPY1 pot ag 7.
For O=C(COC(=O)CCC(=O)c1cccs1)NCc1cccs1 the results were 14-3-3 Bad PPI 1, CHOP inh 5, TRPN1 ag -2.0, PPC-1+TRAIL kill 11, EP2 modulator -6, PGE2 EP2 inh 9, TRPML3 agonist 0.3 and NPY1 pot ag -5.
For CCN(CC)P1(=O)OC(c2cc(OC)c(OC)c(OC)c2)=Nc2c1c(C)nn2-c1ccccc1 (configuration not stated) the results were 14-3-3 Bad PPI 0[fluorescence artefact?], CHOP inh 7, TRPN1 ag 0.1, PPC-1+TRAIL kill 5, EP2 modulator 5, PGE2 EP2 inh 5, NPY-Y1 antag -8, TRPML3 agonist 0.3 and NPY1 pot ag -8.
`CC1CC2(C)CC(C)C1(COC(=O)Nc1ccccc1)CO2` (configuration not stated) gave 14-3-3 Bad PPI -1, CHOP inh 2, TRPN1 ag -0.2, PPC-1+TRAIL kill 4, EP2 modulator -32, PGE2 EP2 inh 8, NPY-Y1 antag 5, TRPML3 agonist -1.5 and NPY1 pot ag -6.
CNc1nc2cccnc2s1 was read as 14-3-3 Bad PPI -3, CHOP inh 19, TRPN1 ag 1.2, PPC-1+TRAIL kill 16, EP2 modulator 21, PGE2 EP2 inh 5, TRPML3 agonist 0.4 and NPY1 pot ag -4.
For C=CCn1c(SCC(=O)N2CCc3ccccc3C2)nc2sc(CC)cc2c1=O the results were 14-3-3 Bad PPI -12, CHOP inh 12, TRPN1 ag -0.1, PPC-1+TRAIL kill 6, EP2 modulator -4, PGE2 EP2 inh 7, NPY-Y1 antag 4, TRPML3 agonist -0.6 and NPY1 pot ag 24.
CC(Sc1nnnn1C)C(=O)Nc1ccc(Oc2ccccc2)cc1 (configuration not stated) was read as 14-3-3 Bad PPI -9, CHOP inh 34, TRPN1 ag 2.3, PPC-1+TRAIL kill 5, EP2 modulator -1, PGE2 EP2 inh 5, NPY-Y1 antag -1, TRPML3 agonist -0.9 and NPY1 pot ag -1.
`O=c1c2sccc2[nH]c(=S)n1-c1ccccc1` gave 14-3-3 Bad PPI -1, CHOP inh -4, TRPN1 ag -1.3, PPC-1+TRAIL kill -9, EP2 modulator -22, PGE2 EP2 inh 5, TRPML3 agonist 0.8 and NPY1 pot ag -14.
`COC(=O)c1sccc1NC(=O)Nc1cccc(F)c1` gave 14-3-3 Bad PPI -9, CHOP inh 5, TRPN1 ag 0.4, PPC-1+TRAIL kill -13, EP2 modulator 13, PGE2 EP2 inh 2, NPY-Y1 antag -3, TRPML3 agonist 0.4 and NPY1 pot ag -8.
`COc1cc2c(cc1OC)C(C(=O)Nc1cc(OC)c(OC)c(OC)c1)C(c1cccnc1)N(C)C2=O` (configuration not stated) gave 14-3-3 Bad PPI 0, CHOP inh -31, TRPN1 ag 0.1, PPC-1+TRAIL kill 4, EP2 modulator 0, PGE2 EP2 inh 16, NPY-Y1 antag -2, TRPML3 agonist -0.5 and NPY1 pot ag 2.
For Cc1sc2ncnc(OCC(=O)N3CCN(S(=O)(=O)c4ccc(Cl)cc4)CC3)c2c1C the results were 14-3-3 Bad PPI 0[fluorescence artefact?], CHOP inh 64, TRPN1 ag 0.9, PPC-1+TRAIL kill -14, EP2 modulator -19, PGE2 EP2 inh 22, NPY-Y1 antag 4, TRPML3 agonist 1.0 and NPY1 pot ag 11.
Cc1nc(=O)cc(-c2ccccc2)n1-c1ccccc1 was read as 14-3-3 Bad PPI -4, CHOP inh 31, TRPN1 ag -2.3, PPC-1+TRAIL kill 0, EP2 modulator 30, PGE2 EP2 inh 15, NPY-Y1 antag 0, TRPML3 agonist 0.7 and NPY1 pot ag 15.
For CCCCCOc1ccc(CSCCNC(=S)Nc2ccccc2)cc1 the results were 14-3-3 Bad PPI -5, CHOP inh 65, TRPN1 ag -0.3, PPC-1+TRAIL kill 4, EP2 modulator -10, PGE2 EP2 inh 4, NPY-Y1 antag 0, TRPML3 agonist -0.5 and NPY1 pot ag -22.
Screening O=C(/C=C/c1ccco1)NC(=S)Nc1ccc(N2CCCC2)cc1 returned 14-3-3 Bad PPI -6, CHOP inh -4, TRPN1 ag 0.1, PPC-1+TRAIL kill -15, EP2 modulator -12, PGE2 EP2 inh 6, NPY-Y1 antag -3, TRPML3 agonist 0.8 and NPY1 pot ag 3.
COc1ccc(C(=O)OCC(=O)N2CCCC2=O)c(OC)c1 was read as 14-3-3 Bad PPI -6, CHOP inh -9, TRPN1 ag -0.3, PPC-1+TRAIL kill 4, EP2 modulator 10, PGE2 EP2 inh 6, NPY-Y1 antag 5, TRPML3 agonist 0.8 and NPY1 pot ag 6.
CC1CCCCN1S(=O)(=O)c1ccc(S(=O)(=O)N2CCN(c3ccc(F)cc3)CC2)cc1 (configuration not stated) was read as 14-3-3 Bad PPI 1[fluorescence artefact?], CHOP inh 63, TRPN1 ag -0.4, PPC-1+TRAIL kill 7, EP2 modulator -5, PGE2 EP2 inh 15, NPY-Y1 antag -3, TRPML3 agonist 0.9 and NPY1 pot ag 6.
For COCCNC(=O)C1CC2Cn3c(nc4ccccc43)C2N1C (configuration not stated) the results were 14-3-3 Bad PPI -1, CHOP inh -26, PPC-1+TRAIL kill 11, EP2 modulator -7 and PGE2 EP2 inh 8.
Screening CCOC(=O)c1[nH]c2ccc(OC)cc2c1NS(=O)(=O)c1ccc(OC)cc1OC returned 14-3-3 Bad PPI 11, CHOP inh 2, TRPN1 ag -0.1, PPC-1+TRAIL kill 0, EP2 modulator 22, PGE2 EP2 inh 14, NPY-Y1 antag 4, TRPML3 agonist -0.6 and NPY1 pot ag 14.
CCn1c2c(c3cc(OCC(C)C)ccc31)CCCC2=O was read as 14-3-3 Bad PPI -6[fluorescence artefact?], CHOP inh -9, TRPN1 ag -0.1, PPC-1+TRAIL kill 27, EP2 modulator 74*, PGE2 EP2 inh 18, NPY-Y1 antag 0, TRPML3 agonist 0.1 and NPY1 pot ag -19.
O=C(COC(=O)c1ccccc1NC(=O)c1ccccc1)c1cccc([N+](=O)[O-])c1 was read as 14-3-3 Bad PPI -7, CHOP inh 22, TRPN1 ag -1.4, PPC-1+TRAIL kill -8, EP2 modulator 20, PGE2 EP2 inh 2, NPY-Y1 antag 1, TRPML3 agonist 0.2 and NPY1 pot ag -23.

Two records picked at random from the list so far:
CC(Sc1nnnn1C)C(=O)Nc1ccc(Oc2ccccc2)cc1 (configuration not stated) was read as 14-3-3 Bad PPI -9, CHOP inh 34, TRPN1 ag 2.3, PPC-1+TRAIL kill 5, EP2 modulator -1, PGE2 EP2 inh 5, NPY-Y1 antag -1, TRPML3 agonist -0.9 and NPY1 pot ag -1.
O=C(COC(=O)c1ccccc1NC(=O)c1ccccc1)c1cccc([N+](=O)[O-])c1 was read as 14-3-3 Bad PPI -7, CHOP inh 22, TRPN1 ag -1.4, PPC-1+TRAIL kill -8, EP2 modulator 20, PGE2 EP2 inh 2, NPY-Y1 antag 1, TRPML3 agonist 0.2 and NPY1 pot ag -23.

Assay outcomes from PubChem.
